DDE Tn6 FP inh = DD(E)-Tn6 binding inhibition, primary FP screen; P02675; Fibrin DD(E) TRITC-Tn6 fluorescence polarization displacement; inhibition, % at 8.3 µM; actives 0.21% (n = 370,000);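 active = inhibition above a per-campaign cutoff: mean of compounds within control limits plus 3 SD, cut at about 15% in these data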;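 also: 0% = median of all compound wells on the plate and 100% = blocking peptide control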
SIAE primary = blocks human sialic acid acetylesterase | actives 0.69% (n = 370,000) | SIAE FP-Rh probe binding, fluorescence polarization | inhibition, % at 9.66 µM | Q9HAT2 | AID 1053197;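 active = inhibition above a cutoff: mean of compounds within the control limits plus 3 SD of those, cut at about 17% in these data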;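 also: 0% = plate median of compound wells and 100% = probe without SIAE protein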
PLC-gamma1 inh = PLC-gamma1 (human) inhibition, primary screen | P19174 | purified PLC-gamma1, fluorogenic substrate, fluorescence | inhibition, % at 12.2 µM | actives 0.84% (n = 370,000) | AID 720700; in the data active = inhibition above about 9.5%
TDP2 absorb = blocks human TDP2 phosphodiesterase activity; O95551; recombinant TDP2, T5PNP hydrolysis, p-nitrophenol absorbance 415 nm; inhibition, % at 12.8 µM; actives 0.34% (n = 370,000);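 active = inhibition above the mean of all tested compounds plus 3 SD, set per campaign, cut at about 25% in these data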;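 also: 0% = DMSO with enzyme and 100% = buffer with substrate but no TDP2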
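Test system: Human TDP2 enzyme | Reagent: 5 mM T5PNP | Compound dosing: 12.8 µM single point, 1% DMSO | Incubation: Enzyme reaction with compound for 2 h at 37 °C | Technique: p-Nitrophenol epi absorbance | Read-out: % inhibition relative to enzyme-containing and enzyme-free wells | Benchmarks: High control without enzyme, low control DMSO plus TDP2 | Replicates: Singlicate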
ADAM10 inh = inhibitors of human ADAM10 | inhibition, % at 7 µM | recombinant ADAM10, EDANS/DABCYL FRET peptide cleavage, 3 h | actives 0.62% (n = 370,000) | O14672;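 active = inhibition above a per-campaign cutoff equal to the mean of compounds falling between control-based bounds plus 3 SD, cut at about 20% in these data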;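 also: 0% = DMSO wells while the 100% control is not disclosed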
Target sequence (O14672 214-748 limits assumed): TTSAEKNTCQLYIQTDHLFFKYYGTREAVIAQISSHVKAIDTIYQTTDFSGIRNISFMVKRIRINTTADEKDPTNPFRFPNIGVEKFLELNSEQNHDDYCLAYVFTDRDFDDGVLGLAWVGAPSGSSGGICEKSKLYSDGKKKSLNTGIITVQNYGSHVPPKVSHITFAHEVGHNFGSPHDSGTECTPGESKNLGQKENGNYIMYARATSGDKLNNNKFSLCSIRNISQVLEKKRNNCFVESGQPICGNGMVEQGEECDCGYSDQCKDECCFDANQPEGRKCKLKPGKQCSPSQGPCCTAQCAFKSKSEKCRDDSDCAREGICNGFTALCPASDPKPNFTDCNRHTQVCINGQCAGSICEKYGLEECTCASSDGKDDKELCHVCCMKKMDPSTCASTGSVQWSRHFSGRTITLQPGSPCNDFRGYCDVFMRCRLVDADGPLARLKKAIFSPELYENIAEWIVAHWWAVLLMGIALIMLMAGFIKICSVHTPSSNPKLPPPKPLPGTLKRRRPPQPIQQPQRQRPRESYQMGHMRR
PLC-beta3 inh = blocks human PLC-beta3 enzyme activity; actives 0.18% (n = 370,000); AID 720704; Purified PLC-beta3, fluorogenic substrate, fluorescence; inhibition, % at 12.2 µM; Q01970; in the data active = inhibition above about 11%;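 also: 0% = median of compound wells on plate and 100% = full blocker control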
ASAP1 GAP inh = ASAP1 ArfGAP inhibition; inhibition, % at 16.5 µM; Q9ULH1; ASAP1-stimulated ARF1 GTP hydrolysis, GDP FP detection; actives 0.19% (n = 360,000); in the data active = inhibition above about 25%;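 also: 0% = vehicle with enzyme and substrate and 100% = no enzyme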
ADAM17 inh = inhibitors of human ADAM17 | inhibition, % at 6.95 µM | recombinant ADAM17, EDANS/DABCYL FRET peptide cleavage | P78536 | actives 0.83% (n = 370,000);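 active = inhibition above the mean of compounds lying between control limits plus 3 SD, set per campaign, cut at about 8.5% in these data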;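 also: 0% = DMSO-only wells as the low control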
Target sequence (P78536 215-824 limits assumed): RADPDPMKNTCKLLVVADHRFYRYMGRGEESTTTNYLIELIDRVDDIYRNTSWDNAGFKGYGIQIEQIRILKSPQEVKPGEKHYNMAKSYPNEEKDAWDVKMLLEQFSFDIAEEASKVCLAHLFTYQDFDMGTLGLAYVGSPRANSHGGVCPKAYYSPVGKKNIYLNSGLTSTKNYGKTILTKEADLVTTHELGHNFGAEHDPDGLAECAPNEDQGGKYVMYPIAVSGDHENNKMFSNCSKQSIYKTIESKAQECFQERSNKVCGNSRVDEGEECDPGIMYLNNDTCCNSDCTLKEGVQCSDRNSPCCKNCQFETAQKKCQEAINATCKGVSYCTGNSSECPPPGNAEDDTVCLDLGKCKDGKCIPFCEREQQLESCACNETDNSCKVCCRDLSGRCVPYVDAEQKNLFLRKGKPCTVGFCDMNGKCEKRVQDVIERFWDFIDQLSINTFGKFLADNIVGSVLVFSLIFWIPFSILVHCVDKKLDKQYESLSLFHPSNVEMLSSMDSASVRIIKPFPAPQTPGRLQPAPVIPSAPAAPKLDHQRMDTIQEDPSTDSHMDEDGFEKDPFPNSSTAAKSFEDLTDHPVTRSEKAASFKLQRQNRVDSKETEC
DDE Tn7 FP inh = disrupts Tn7 cyclic peptide binding to fibrin D-Dimer-E complex | P02675 | FP displacement of FITC-Tn7 peptide from fibrin DD(E); 0% = median of compound wells per plate | inhibition, % at 8.3 µM | actives 0.13% (n = 370,000);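 active = inhibition above the mean of compounds falling within the control limits plus 3 SD of them, cut at about 14% in these data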;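 also: 0% = plate median of compound wells and 100% = 10 µM Aha-Tn7 peptide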
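Test system – human fibrin DD(E) · Times – 10 min preincubation, 3 h with tracer, room temperature · Detection – fluorescence polarization of the labelled Tn7 tracer · Measure – percent inhibition normalized to high-control wells · Benchmarks – high control wells with 10 µM unlabelled Aha-Tn7 peptide (full inhibition) · Repeats – singlicate testing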
ARFGAP1 inh = inhibits rat ARF GTPase activating protein 1. Q62848. Arfgap1-stimulated ARF1 GTP hydrolysis, GDP FP detection. inhibition, % at 16.5 µM. actives 0.26% (n = 360,000). AID 651572;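 active = inhibition above a per-plate limit, mean inhibition of low control wells plus 3 SD, cut at about 25% in these data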;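 also: 0% = DMSO wells with enzyme and 100% = wells lacking Arfgap1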
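Material: rat Arfgap1 GAP domain (His6, aa 1-136), purified enzyme. Also added: human ARF1(Δ1-17)-GTP substrate. Compound dosing: 16.5 µM single point, 1.26% DMSO. Timing: enzyme reaction 120 min at 25 °C after 20 min preincubation. Signal: GDP detection by fluorescence polarization. Read-out basis: percent inhibition of GAP-stimulated GDP formation, scaled between DMSO and no-Arfgap1 medians.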
Active calls of the source: *; nt = not tested or not shown.

SMILES	DDE Tn6 FP inh	SIAE primary	PLC-gamma1 inh	TDP2 absorb	ADAM10 inh	PLC-beta3 inh	ASAP1 GAP inh	ADAM17 inh	DDE Tn7 FP inh	ARFGAP1 inh
CCOC(=O)[C@]12CCC=C1N(Cc1cccc3ccccc13)C(=O)[C@H](CC(=O)NCCc1ccccc1OC)C2	4	-8	-2	2	0	0	11	3	-3	-14
CSc1nc(C=Nc2ccccc2Cl)c(O)n1Cc1cccc(Cl)c1	2	2	2	-13	6	-3	-2	3	5	0
CC1=N/C(=C\c2ccc([N+](=O)[O-])cc2)C(=O)N1c1ccc(Cl)cc1	0	3	5	3	3	1	-7	3	2	8
Cc1ccc(NC(=O)c2cc(NC(=O)c3ccccc3C(=O)O)ccc2N2CCCCC2)cc1	-5	14	-164	-1	-5	-182	-2	-1	-2	11
COc1ccc(N(C(C)C(=O)N/N=C/c2ccc(OCC(C)C)cc2)S(C)(=O)=O)cc1 (stereo not given)	-6	-3	1	-1	10	-4	6	-1	1	3
COc1ccc(-c2nc3ccc(Br)cn3c2Cc2cccc(F)c2)cc1OC	1	-3	-6	4	-5	-9	2	-1	5	-6
COC(=O)COc1ccc(S(=O)(=O)NCC2CCCO2)cc1Cl (stereo not given)	9	1	2	0	0	2	-4	-5	2	0
Nc1cc(=O)nc(SCC(=O)N2CCN(c3ccccc3)CC2)n1-c1ccc(F)cc1	2	5	1	0	-12	-6	6	0	-2	13
CCCC(=O)N1CCCC1(C)C(=O)Nc1ccc(-n2cncn2)cc1 (stereo not given)	-3	-2	-2	-3	-11	1	-10	-5	0	-1
O=C(N/N=C/c1cc(Cl)ccc1O)c1ccccc1Br	7	0	-66	0	-31	-69	5	-7	12	-1

A section of the results above:
SMILES	DDE Tn6 FP inh	SIAE primary	PLC-gamma1 inh	TDP2 absorb	ADAM10 inh	PLC-beta3 inh	ASAP1 GAP inh	ADAM17 inh	DDE Tn7 FP inh	ARFGAP1 inh
COC(=O)COc1ccc(S(=O)(=O)NCC2CCCO2)cc1Cl (stereo not given)	9	1	2	0	0	2	-4	-5	2	0
Nc1cc(=O)nc(SCC(=O)N2CCN(c3ccccc3)CC2)n1-c1ccc(F)cc1	2	5	1	0	-12	-6	6	0	-2	13

(listing goes on)
SMILES	DDE Tn6 FP inh	SIAE primary	PLC-gamma1 inh	TDP2 absorb	ADAM10 inh	PLC-beta3 inh	ASAP1 GAP inh	ADAM17 inh	DDE Tn7 FP inh	ARFGAP1 inh
CC1=NN(c2ccccc2)C(=O)/C1=C\C=C\c1ccccc1	-8	2	-1	2	3	-8	-5	-3	-3	-7
Cc1cc(C)n(-c2ccc(C(=O)OC(C)C(=O)Nc3ccc(C(N)=O)cc3)cc2)n1 (stereo not given)	8	2	-1	-16	-3	-2	-11	0	5	-1
COc1cc2ccccc2cc1C(=O)N1CCN(c2ccccc2O)CC1	-2	7	-3	3	-20	-9	-4	-4	0	-9
CCCCNc1ncnc2c1nnn2Cc1ccccc1Cl	-4	0	3	-6	0	-5	2	2	-7	13
CN(CCOCCOc1ccc(F)cc1)Cc1ccccc1	2	4	7	5	5	1	11	1	0	-10
O=C(CN1CCSC1=NCc1ccccc1)c1ccc(Cl)c(Cl)c1	2	1	0	-4	11	4	-3	4	0	2
O=C(O)CSc1nnc(COc2cccc3ccccc23)n1Cc1ccccc1	5	-3	4	7	7	-5	10	1	-9	-4
CCN(CC)CC(C)(C)NS(=O)(=O)c1ccc(Cl)cc1	2	-7	1	5	-1	4	-3	-3	2	12
Cc1ccc(C(=O)CC(C(=O)O)P(=O)(c2ccccc2)c2ccccc2)cc1 (stereo not given)	-3	-6	0	6	3	0	5	0	6	11
N#Cc1ccc(CSc2nnc(-c3cnccn3)o2)cc1	3	-3	-3	3	-8	-2	5	-5	-1	2
COCCCN(CC(=O)Nc1ccc(N2CCOCC2)cc1)S(=O)(=O)c1ccc(Cl)cc1	2	8	0	-7	-6	-7	-11	-5	4	-3
O=C(NCC1COc2ccccc2O1)c1ccco1 (stereo not given)	1	3	0	1	-11	0	6	-4	0	3
Cc1cc(C)c(C#N)c(SCc2ccc(C(=O)O)cc2)n1	-4	-6	-2	-22	5	0	-7	4	2	-1
CC(=O)Nc1ccc(C(=O)OCC(=O)c2cccc([N+](=O)[O-])c2)cc1	6	1	2	5	5	2	11	4	-8	-2
CCOc1cc(C2NC(=O)N(C)C(C)=C2C(=O)OC)cc(Br)c1O (stereo not given)	-7	-2	-18	-1	-17	-20	8	-3	-3	5
Cc1cccc(NC(=S)N2CCC(C(N)=O)(N3CCCCC3)CC2)c1C	1	6	1	3	3	5	4	1	-3	-13
Cc1nc2c(C(=O)Nc3ccc(N4CCCC(O)C4)cc3)snc2c(=O)[nH]1 (stereo not given)	2	-8	2	-10	-6	-7	2	-5	12	7
O=C(C1CC(c2ccc(F)cc2)=NO1)N1CCCCC1 (stereo not given)	-6	3	8	-4	0	3	-5	0	-4	3
O=C1CC(c2cccc(F)c2)c2c(c3ccccc3[nH]c2=O)O1 (stereo not given)	-4	3	-3	6	-15	-3	-7	-6	-3	0
CC(=O)Nc1ccc(-n2nnnc2SCC(=O)Nc2cccc(NC(=O)c3ccco3)c2)cc1	0	-49	-2	13	2	-6	1	-4	1	3
Cc1[nH]c2ccccc2c1C(=O)COC(=O)C1CCC(=O)N1 (stereo not given)	-2	4	0	9	-2	2	16	-3	1	-12
C[C@H](O)[C@@H]1C(=O)N2CCc3c([nH]c4c(-c5ccccc5)cccc34)[C@@H]2C[C@@H]1N(C)C(=S)NCCc1ccccc1	-4	5	-12	-3	-47	-10	1	-10	3	-9
CCC(=O)OC1CC(C)N(C(=O)c2ccccc2)c2ccc(C)cc21 (stereo not given)	-2	-3	3	3	6	3	-1	-1	-5	0
Cc1ccc(C(=O)c2cc([N+](=O)[O-])ccc2N2CCOCC2)cc1C	5	4	8	-2	10	11	-5	3	0	10
CCN(CC)C(=O)C[n+]1cccc(/C=N/O)c1	0	-5	1	-1	-3	-1	-8	-5	2	9
CCC(C)[C@H]1CNC(=O)C(=O)N1CCCCC1CCCCC1 (stereo not given in full)	6	7	5	0	10	3	-8	3	3	-18
CNC(=O)c1cn(-c2ccccc2)c(=O)c2ccccc12	-3	4	-1	-20	-19	4	-9	-6	2	-1
Cc1nc(NC(=O)CSc2nnc(N)s2)c(Cl)cc1Cl	6	2	-2	-1	-9	-8	-2	-4	-3	-1
CC1(C)C/C(=N\O)c2cc3c(nc2C1)CCCC3	2	4	0	8	2	4	-4	1	-2	-16
O=C1NC(=O)C(CC(=O)N(Cc2ccco2)C2(C(=O)NC3CCCCC3)CCCCC2)N1 (stereo not given)	9	-7	0	5	9	3	-1	-4	5	1
Cc1ccc(CN(CC(=O)NC(C)(C)C)C(=O)CNC(=O)c2cccs2)cc1	2	0	1	6	2	2	9	-2	1	-5
COc1ccc(OCC(=O)NCCc2c[nH]c3ccccc23)cc1	-4	-1	4	-7	-5	-4	-2	-2	-10	12
O=C(N/N=C/c1cc([N+](=O)[O-])ccc1Cl)c1cc(-c2ccccc2)nc2ccccc12	-3	3	4	-4	3	-79	-12	-1	-2	1
Cc1cc(NC(=O)c2ccc(NS(=O)(=O)c3ccc(C)c(C)c3)cc2)no1	8	-8	2	-3	-2	1	nt	-1	-2	nt
Cc1nn2c(c1-c1ccccc1)N=C(c1ccco1)CC2c1ccccc1 (stereo not given)	1	2	-117	4	11	-154	-1	2	0	12
CCCc1cc(C(=O)Nc2cc(C)on2)no1	-1	2	-3	-7	-9	3	6	1	-1	-6
CCc1ccccc1NC1=CC(=O)CC(C)(C)C1	-1	-12	1	-4	-2	0	7	-2	8	9
CCOc1ccc(NC(=O)CN(C)C(=O)c2cc(C)on2)cc1OCC	-8	-6	0	-22	3	-5	-8	-1	-7	-2
Cc1ccc2nc(SCC(=O)Nc3nonc3C)[nH]c2c1	2	5	0	10	-1	-8	9	-3	6	-4
CCOC(=O)c1c(C)nc2c(c(SC)nn2-c2ccccc2)c1N	0	-3	1	8	-1	3	14	-3	-1	1

Rewritten with values under each structure: 2 of the compounds above
Order of results: DDE Tn6 FP inh	SIAE primary	PLC-gamma1 inh	TDP2 absorb	ADAM10 inh	PLC-beta3 inh	ASAP1 GAP inh	ADAM17 inh	DDE Tn7 FP inh	ARFGAP1 inh
COc1cc2ccccc2cc1C(=O)N1CCN(c2ccccc2O)CC1
→ -2	7	-3	3	-20	-9	-4	-4	0	-9
CCCCNc1ncnc2c1nnn2Cc1ccccc1Cl
→ -4	0	3	-6	0	-5	2	2	-7	13

Back to the main list; the 2 compounds before the break are reprinted first.
SMILES	DDE Tn6 FP inh	SIAE primary	PLC-gamma1 inh	TDP2 absorb	ADAM10 inh	PLC-beta3 inh	ASAP1 GAP inh	ADAM17 inh	DDE Tn7 FP inh	ARFGAP1 inh
Cc1ccc2nc(SCC(=O)Nc3nonc3C)[nH]c2c1	2	5	0	10	-1	-8	9	-3	6	-4
CCOC(=O)c1c(C)nc2c(c(SC)nn2-c2ccccc2)c1N	0	-3	1	8	-1	3	14	-3	-1	1
CC1(C(=O)Nc2ccccc2)CCN1C(=O)C1(c2ccc(Cl)cc2)CC1 (stereo not given)	2	6	-19	-5	0	0	-5	4	-1	6
O=C(N/N=C/c1ccccc1O)c1ccncc1	-4	-4	-1	3	4	-4	-5	-4	0	5
Nc1cc(=O)[nH]c(SCC(=O)N2CCC(Cc3ccccc3)CC2)n1	5	-1	4	-19	-9	0	6	3	-3	-1
COC(=O)[C@]12C[C@H](CC(=O)N3CCCC3)C(=O)N(Cc3ccc(Cl)cc3Cl)C1=C[C@H](C1CCCC1)O[C@@H]2C	-10	5	-1	4	-2	1	nt	-4	7	nt
Cc1ccc(S(=O)(=O)NC2(C(F)(F)F)NC(=O)N(c3ccc(F)cc3)C2=O)cc1 (stereo not given)	7	-3	-2	8	-4	-5	6	-4	5	3
CCN(CC(=O)NCc1ccc(Cl)cc1)Cc1cc(=O)n2ccsc2n1	13	-3	-2	1	-16	-8	-8	-7	-1	-1
COc1ccc(CNC(=O)[C@@H](NC(=O)C2CCN(C(=O)[C@@H](N)Cc3ccccc3)CC2)C(C)C)cc1	-3	10	3	4	-2	8	0	1	-6	10
Cc1cc(C)cc(NC(=S)/N=C(\N)Nc2nc(C)c3ccccc3n2)c1	9	-20	-2	3	-2	1	-9	-1	-1	2
N#C/C(=C(/O)c1ccc(C(=O)c2ccccc2)cc1)c1nc2ccccc2[nH]1	0	-1	-2	1	4	-6	-6	-1	-1	-3
CN(CC(=O)Nc1ccc(F)c(F)c1F)C(=O)Cc1ccc2c(c1)OCCO2	4	4	1	-4	2	-3	5	3	-6	-4
CC1CN(C2CCCCC2)c2nc3c(c(=O)[nH]c(=O)n3C)n2C1 (stereo not given)	9	4	1	-3	15	2	0	1	0	2

Screening data: PubChem, The Scripps Research Institute Molecular Screening Center
